# TMEM16A act – mouse TMEM16A channel activation, primary screen; Q8BHY3; HEK293 TMEM16A/YFP-H148Q/I152L, iodide quench fluorescence; hits give low values; B-score at 10 µM; hit rate 0.3% among 340,000; AID 623877;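 active = fluorescence-ratio B-score plate-corrected deviation score at least 3 library SD below zero, with starting fluorescence score within 5 deviations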;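 note: channel opened by trigger with iodide after compound preincubation; score built on the fluorescence ratio of max minus min over baseline; more negative score means more quench and so TMEM16A activation or potentiation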
# TRPC4 potent – TRPC4 (mouse) allosteric potentiation | Q9QUQ5 | HEK293 TRPC4beta/mu-opioid, DAMGO EC20, Fluo-4 Ca2+ flux; hits give high values | hit rate 0.42% among 310,000 | B-score at 10 µM;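 active = B-score of calcium response area above 5 SD of library B-scores, with initial fluorescence ratio within 5 SD of library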;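 note: B-score of integrated fluorescence ratio over time as area under calcium response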
# Target sequence (Q9QUQ5 whole entry, looked up): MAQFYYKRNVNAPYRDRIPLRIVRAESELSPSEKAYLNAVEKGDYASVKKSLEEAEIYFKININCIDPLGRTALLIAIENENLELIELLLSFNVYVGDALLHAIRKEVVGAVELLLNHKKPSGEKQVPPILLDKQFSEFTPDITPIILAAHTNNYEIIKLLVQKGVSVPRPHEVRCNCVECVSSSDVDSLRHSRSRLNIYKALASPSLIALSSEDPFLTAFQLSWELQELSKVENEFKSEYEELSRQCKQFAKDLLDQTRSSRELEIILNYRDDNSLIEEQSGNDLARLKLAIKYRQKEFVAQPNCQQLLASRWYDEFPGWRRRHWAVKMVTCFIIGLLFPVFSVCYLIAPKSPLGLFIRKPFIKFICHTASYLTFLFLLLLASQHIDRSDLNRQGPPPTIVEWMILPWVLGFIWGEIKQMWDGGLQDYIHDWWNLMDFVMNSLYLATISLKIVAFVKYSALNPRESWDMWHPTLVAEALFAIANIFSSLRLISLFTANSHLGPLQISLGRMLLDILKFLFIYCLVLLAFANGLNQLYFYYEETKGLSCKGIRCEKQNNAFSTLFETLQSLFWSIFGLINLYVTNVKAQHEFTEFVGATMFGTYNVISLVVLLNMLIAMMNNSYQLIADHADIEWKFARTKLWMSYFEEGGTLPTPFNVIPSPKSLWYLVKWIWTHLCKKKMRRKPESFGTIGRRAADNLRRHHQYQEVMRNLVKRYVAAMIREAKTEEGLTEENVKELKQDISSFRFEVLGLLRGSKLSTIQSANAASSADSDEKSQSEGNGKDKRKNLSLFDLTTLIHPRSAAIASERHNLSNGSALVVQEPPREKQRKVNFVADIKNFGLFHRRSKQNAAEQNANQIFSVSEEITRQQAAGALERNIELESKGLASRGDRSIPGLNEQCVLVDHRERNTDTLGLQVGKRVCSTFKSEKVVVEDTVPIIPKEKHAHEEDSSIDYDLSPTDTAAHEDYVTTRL
# RGS4 block – human RGS4 inhibition. hit rate 0.45% among 310,000. AID 463165. B-score at 10 µM. HEK293 M3R/RGS4 inducible, Fluo-4 calcium flux; hits give high values; triggered by carbachol at its EC20. P49798;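 active = B-score, a plate-corrected calcium signal, over three deviations above library mean, with baseline fluorescence within five deviations of library mean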;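 note: RGS4 expression induced by doxycycline in cells with stable M3 receptor; B-score is computed from the integrated fluorescence ratio over baseline after carbachol; higher B-score means a larger calcium signal and so more RGS4 inhibition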
# TRPC4 inh – TRPC4 (mouse) channel inhibition; HEK293 TRPC4beta/mu-opioid, DAMGO-evoked Fluo4 calcium flux; hits give low values; Q9QUQ5; B-score at 10 µM; hit rate 0.39% among 300,000;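 active = B-score over 3 SD under the library average, no early fluorescence shift, positive overall ratio signal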
#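 Assay system – HEK293 line stably carrying TRPC4beta and mu-opioid receptor · Doses – single dose · Detection – Fluo4 calcium-dye fluorescence, kinetic read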
# MrgX1 antagonist – human MrgX1 receptor antagonism, primary screen | Q96LB2 | MRGX1-HEK293 calcium flux, Fluo-4, BAM8-22 antagonism; hits give low values | B-score at 10 µM | hit rate 1.3% among 310,000 | AID 588676;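 active = calcium-response B-score plate-corrected more than 3 library SD below zero, starting fluorescence within 5 deviations, no agonist response on first addition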;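 note: peak minus trough fluorescence over baseline after final BAM8-22 challenge near maximal dose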
# ANO1 block – inhibitors of mouse TMEM16A calcium-activated chloride channel; hit rate 1.2% among 310,000; AID 588511; normalized B-score (activity score, 25-100; higher = stronger inhibition) at 10 µM; Q8BHY3; HEK293 TMEM16A/YFP iodide influx fluorescence, ionomycin;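 active = ratio plate-corrected score three or more library SD toward inhibition, starting fluorescence score within five deviations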;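 note: score derived from kinetic fluorescence span divided by baseline fluorescence per well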
# TRPC6 inh – mouse TRPC6 channel inhibition. AID 2553. hit rate 1.1% among 310,000. Q61143. B-score at 10 µM. HEK293-TRPC6, membrane potential dye, ACh-evoked depolarization; hits give low values;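 active = B-score under library mean minus 3 SD, initial fluorescence not abnormally high, positive integrated signal ratio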;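 note: B-score derived from integrated fluorescence ratio over the kinetic read; more negative B-score means stronger inhibition of depolarization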
# MrgX1 allo act – allosterically activates human MrgX1 receptor signaling | B-score at 10 µM | MrgX1-HEK293, Fluo-4 calcium flux, FDSS; hits give high values | hit rate 0.63% among 310,000 | Q96LB2;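 active = plate-corrected calcium response at least 3 library SD above typical, normal starting fluorescence, not activating the receptor alone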;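 note: compound read alongside a low EC10 to EC30 dose of BAM8-22 agonist; peak minus trough fluorescence over baseline measured at the second addition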
# TRPC4 agonist – activators of mouse TRPC4 channel; hit rate 0.49% among 310,000; HEK293 TRPC4beta/mu-opioid, Fluo4 calcium fluorescence; hits give high values; B-score at 10 µM; AID 2237;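 active = B-score above 5 SD of library B-scores, and initial fluorescence ratio not above library mean plus 5 SD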;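 note: positive B-score marks a calcium rise read as TRPC4 activation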
#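 System – HEK293 cells stably co-expressing mouse TRPC4beta and mu-opioid receptor · Signal – Fluo4 calcium-sensitive dye fluorescence, kinetic, 1 Hz baseline · Benchmarks – buffer (low) and maximal DAMGO (high) · Read-out – B score of integrated fluorescence ratio per well · Incubation – dye loading 45 min room temperature, 110 s kinetic read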
# MrgX1 ag – agonists of human MrgX1 receptor | MrgX1-HEK293 cells, Fluo-4 calcium fluorescence, agonist mode; hits give high values | B-score at 10 µM | hit rate 0.44% among 310,000 | AID 588627 | Q96LB2;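 active = calcium response B-score plate-corrected fluorescence ratio at least 3 library SD, with starting fluorescence B-score inside 5 SD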
#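 Assay system: stable human MrgX1 HEK293 cell line. Quantity: 15,000 cells per well. Schedule: cells plated overnight, dye loaded 0.5 h 37 °C, 0.5 h room temperature. Detection: Fluo-4 NW calcium-flux fluorescence, kinetic read. Read-out basis: peak-minus-minimum fluorescence over baseline, converted to B scores. Control set: positive and negative control wells on each plate.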
# TRPC6 act – activators of mouse TRPC6 channel; HEK293-TRPC6 membrane potential dye fluorescence; hits give high values; B-score at 10 µM; hit rate 0.13% among 310,000; AID 2550;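 active = B-score of the integrated fluorescence ratio above library mean plus 3 SD, and starting fluorescence ratio within library mean plus 5 SD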;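 note: higher score means more depolarization so channel activation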
# Starred values were filed as active, the others as inactive; i = inactive; . = no result given.
Structure,TRPC4 potent,RGS4 block,TMEM16A act,MrgX1 allo act,TRPC6 inh,TRPC6 act,TRPC4 agonist,TRPC4 inh,MrgX1 ag,MrgX1 antagonist,ANO1 block
O=C(CSc1nnc(NC(=O)c2cc(Br)ccc2Cl)s1)NCC1CCCO1 (configuration not stated),i,i,i,i,i,i,i,i,i,-13*,i
COc1ccc(CN2CCNC(=O)C2CC(=O)NCCc2nc(C)c(C)s2)cc1C (configuration not stated),i,i,i,i,i,i,i,i,i,i,i
COc1ccc(-c2c[n+](CC(=O)OC3CC(C)CCC3C(C)C)c3n2CCC3)cc1 (configuration not stated),i,i,i,i,-6.1*,i,i,i,i,-4.9*,i
O=C(NCCc1ccc(F)cc1)c1cc2ccccc2oc1=O,i,i,i,i,i,i,i,i,i,i,i
CC(C)(C)Nc1nc(NN)nc(NC(C)(C)C)n1,i,i,i,i,i,i,i,i,i,i,i
CN(CCn1ccnc1)Cc1cn(-c2ccccc2)nc1-c1ccc2c(c1)OCO2,i,i,i,i,i,i,i,i,i,i,i
COc1cccc(N=C2C(=O)N3CCCc4cccc2c43)c1,i,i,i,i,i,i,i,i,i,i,i
O=C(COc1ccc(Cl)cc1)NCCCNC(=O)c1ccccn1,i,i,i,i,i,i,i,i,i,i,i
Cn1c(SCC(=O)N2CCCc3ccccc32)nnc1-c1ccco1,i,i,i,i,i,i,i,i,i,i,i
O=C(c1ccccc1)N(c1ccccc1)C1C=CS(=O)(=O)C1 (configuration not stated),i,i,i,i,-6.3*,i,i,i,i,i,i
Cn1c(=NC(=O)c2ccc3c(c2)OCCO3)sc2cc(S(C)(=O)=O)ccc21,i,i,i,i,i,i,i,i,i,i,i
CN(C)c1ccc(-c2nnn(Cc3ccccc3Br)n2)cc1,i,i,i,i,i,i,i,i,i,i,i
Cc1cccc(-n2c(CCN3C(=O)c4ccccc4C3=O)nc3ccccc3c2=O)n1,i,i,i,.,i,i,i,i,.,.,.
COc1cc(C(=O)Nc2cccc(NC(=O)c3cccs3)c2)cc(OC)c1OC,i,i,i,i,i,i,i,i,i,i,i
O=C(Cc1c[nH]c2ccccc12)N/N=C/c1ccc(F)cc1,i,i,i,i,i,i,i,i,i,i,i
COc1ccc(CSc2nnc(SCc3ccc([N+](=O)[O-])cc3)s2)cc1,i,i,i,i,i,i,i,i,i,i,i
Cc1ccc(C(=O)Oc2ccc(C(=S)N3CCOCC3)cc2)cc1,i,i,i,i,i,i,i,i,i,i,i
CC(=O)c1ccc(NC(=O)c2cc(CC(C)C)on2)cc1,i,i,i,i,i,i,i,i,i,i,i
C=CCSc1nnc(NC(=O)c2cn(CC)c3nc(C)ccc3c2=O)s1,i,i,i,i,i,i,i,i,i,i,i
CCOC(=O)C1(Cc2cccc(F)c2)CCN(C(=O)c2cnccn2)CC1,i,i,i,i,i,i,i,i,i,i,i
Cc1ccc(C(=O)N2CCC(C(=O)NCc3ccco3)CC2)cc1,i,i,i,i,i,i,i,i,i,i,i
CC12CCC(C(=O)N3CCN(c4ncccn4)CC3)(c3nc4ccccc4nc31)C2(C)C (configuration not stated),i,i,i,i,i,i,i,i,i,i,i
Cc1ccc(N2C(=O)CS/C2=N\C(=S)Nc2ccccc2)cc1,i,i,i,i,i,i,i,i,i,i,i
COC(=O)CSc1nc2cc(OC)ccc2cc1C#N,i,i,i,i,i,i,i,i,i,i,i
COC(=O)c1sccc1NC(=O)c1ccc(Cl)cc1,i,i,i,i,i,i,i,i,i,i,i
O=c1[nH]c(NC2CCCCC2)nnc1Cc1ccccc1,i,i,i,i,i,i,i,i,i,i,i
COc1ccc(C(=O)NCc2cccnc2)cc1Br,i,i,i,i,i,i,i,i,i,i,i
N#CC(C#N)=NNc1ccc([N+](=O)[O-])cc1,i,i,i,i,i,i,i,i,i,i,100*
CC(C)Oc1ccc(CCN=C(N)N=C(N)N)cc1Cl,i,i,i,i,i,i,i,i,i,i,i
COc1ccc(Cl)cc1C(=O)Nc1ccccc1N1CCCCC1,i,i,i,i,i,i,i,i,i,i,i
O=C(NC(=S)Nc1ccc2[nH]c(=O)[nH]c2c1)c1cc(Br)ccc1Cl,i,i,i,i,i,i,i,i,i,i,i
CC(=O)NC(=S)c1c(N)n(Cc2ccccc2)c(=O)n(C)c1=O,i,i,.,i,i,i,i,i,i,i,i
O=C(NC1CCCC1)C1CCC(CNS(=O)(=O)c2cccs2)CC1 (configuration not stated),i,i,i,i,i,i,i,i,i,i,i
CCN(CC)S(=O)(=O)c1ccc(Cl)c(C(=O)OC)c1,i,i,i,i,i,i,i,i,i,i,i
N#CC(C#N)=C1C=C2C=C(N3CCCCCC3)CCC2CC1 (configuration not stated),i,i,i,.,i,i,i,i,.,.,.
CSc1ccc(CN(C)C(=O)c2cc(Cl)c3c(c2)OCCO3)cc1,i,i,i,i,i,i,i,i,i,i,i
CC(=O)Nc1cccc(NC(=O)COC(=O)C2CC3CCCC(C2)C3=O)c1 (configuration not stated),i,i,i,i,i,i,i,i,i,i,i
CC(C)n1c(NCCO)nc2ccccc21,i,i,i,i,i,i,i,i,i,i,i
Cc1cc(NC(=O)Nc2c[nH]c(=O)[nH]c2=O)ccc1Br,i,i,i,i,i,i,i,i,i,i,i
CC(C)C(=O)Nc1ccc(-c2nnc(-c3ccccc3)o2)cc1,i,i,i,i,i,i,i,i,i,i,i
CC1(C)C(c2ccccc2)=NC(c2ccc(Br)cc2)N1O (configuration not stated),i,i,i,i,i,i,i,i,i,i,i
CCCSc1nc(C)c(CC(=O)OCC)c(=O)[nH]1,i,i,i,i,i,i,i,i,i,i,i
FC(F)(F)c1cccc(OCc2nnc3n2CCC3)c1,i,i,i,i,i,i,i,i,i,i,i
CSc1ccccc1NC(=O)Cc1ccccc1[N+](=O)[O-],i,i,i,i,i,i,i,i,i,i,i
COc1ccc2cc(C(=O)NCc3ccccc3)[nH]c2c1,i,i,i,i,i,i,i,i,i,i,i
COc1ccc(-c2nn(-c3ccccc3C)cc2CNC(C)Cn2cncn2)cc1F (configuration not stated),i,i,i,i,i,i,i,i,i,i,i
C/C(=N\O)C(=O)C(CN1CCCCC1)CN1CCCCC1,i,i,i,i,i,i,i,i,i,i,i
CCC1(CC)C(=O)C2=C3C1[C@H](C(=O)OC)CC(C(=O)OC)C[C@H]3[C@H]1C(=O)N(c3ccccc3)C(=O)[C@H]1[C@H]2C (some centres not stated),i,i,i,i,i,i,i,i,i,i,i

# One compound at a time, from the list above.
# CCCSc1nc(C)c(CC(=O)OCC)c(=O)[nH]1 is listed as TRPC4 potent = i; RGS4 block = i; TMEM16A act = i; MrgX1 allo act = i; TRPC6 inh = i; TRPC6 act = i; TRPC4 agonist = i; TRPC4 inh = i; MrgX1 ag = i; MrgX1 antagonist = i; ANO1 block = i
# COc1ccc2cc(C(=O)NCc3ccccc3)[nH]c2c1 is listed as TRPC4 potent = i; RGS4 block = i; TMEM16A act = i; MrgX1 allo act = i; TRPC6 inh = i; TRPC6 act = i; TRPC4 agonist = i; TRPC4 inh = i; MrgX1 ag = i; MrgX1 antagonist = i; ANO1 block = i

# New compounds follow.
Structure,TRPC4 potent,RGS4 block,TMEM16A act,MrgX1 allo act,TRPC6 inh,TRPC6 act,TRPC4 agonist,TRPC4 inh,MrgX1 ag,MrgX1 antagonist,ANO1 block
COc1ccccc1C(=O)Nc1ccc(S(=O)(=O)N2CCN(C)CC2)cc1,i,i,i,i,i,i,i,i,i,i,i
CC(NC(=O)c1ccc(Cl)cc1Cl)C(c1ccccc1)N1CCOCC1 (configuration not stated),i,i,i,i,i,i,i,i,i,i,i
Cc1ccc(C(=O)N/C(=C\c2cccs2)C(=O)N2CCN(C)CC2)cc1C,i,i,i,i,i,i,i,i,i,i,i
Cc1cccc(NC(=S)N2CCN(C(=O)C3CCCO3)CC2)c1 (configuration not stated),i,i,i,i,i,i,i,i,i,i,i
CC1Cc2ccccc2N1C(=O)CN1C(=O)C(=O)N(Cc2ccccc2)C1=O (configuration not stated),i,i,i,i,i,i,i,i,i,i,i
COC(=O)c1cc(CSc2nc3ccc(C)cc3[nH]2)oc1C,i,i,i,i,i,i,i,i,i,i,i
Cc1cc(C)nc(OC(C(=O)O)C(OCc2ccccc2)(c2ccccc2)c2ccccc2)n1 (configuration not stated),i,i,i,i,i,i,i,i,i,i,i
Cc1cc(C)c(NC(=O)CSc2nnc(Cc3cccn3C)n2-c2ccc(F)cc2)c(C)c1,i,i,i,i,i,i,i,i,i,i,i
CCOC(=O)c1sc(NC(=O)CN2C(=O)c3cccc4cccc(c34)C2=O)nc1C,i,i,i,i,i,i,i,i,i,i,i
COc1ccccc1/C=C(\C)C(=O)c1c(C)cc(C)[nH]c1=O,i,i,i,i,i,i,i,i,i,i,i
CCOC(=O)c1cc2c(ccn2C)n1CC(=O)N(CC)CC,i,i,i,i,i,i,i,i,i,i,i
CCOc1ccccc1C1N=C(c2ccc(OC)cc2)CC(c2ccccc2O)N1 (configuration not stated),i,i,i,i,i,i,i,i,i,i,i
Clc1ccc2c(c1)CNc1c(ncnc1N1CCOCC1)O2,i,i,i,i,i,i,i,i,i,i,i
O=C(Nc1cc2c3c(c1)CC(=O)N3CCC2)c1ccc(Br)cc1,i,i,i,i,i,i,i,i,i,i,i
CCOC(=O)C1(CC)NC(c2ccc(N(C)C)cc2)C2C(=O)N(C)C(=O)C21 (configuration not stated),i,i,i,i,i,i,i,i,i,i,i
CNC(=S)Nc1ccc(C)c(NC(=S)NC)c1,i,i,i,i,i,i,i,i,i,i,i
CC(C)CCNC(=O)C(c1ccco1)N(Cc1ccc(F)cc1)C(=O)c1snc(C(N)=O)c1N (configuration not stated),i,i,i,i,i,i,i,i,i,i,i
CCOC(=O)c1ccc(NC(=O)COc2coc(CN3CCc4ccccc43)cc2=O)cc1,i,i,i,i,i,i,i,i,i,i,i
CC(C)c1ccccc1N=C1SCCCN1C(=O)c1cccc(N2C(=O)CCC2=O)c1,i,i,i,i,i,i,i,i,i,i,i

# Screens as filed in PubChem BioAssay.
